Bioassay records as filed in PubChem BioAssay.
Phagocytosis inh – macrophage phagocytosis inhibition; J774A.1 macrophage IgG-bead phagocytosis, imaging; inhibition, % at 5 µM; 110,000 tested, 0.07% active; AID 1029;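 active = inhibition above the mean of the plate negative controls plus 5 SD, cut at about 13% in these data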;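 also: phagocytic index as fraction of beads internalized from green versus red external bead signal; plate controls were DMSO negative control for no effect and cytochalasin-D positive control for full effect; some results beyond the cut were filed as inactive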
E-sel TNF inh – TNF alpha driven E-selectin expression inhibition; HUVEC TNFa-induced E-selectin immunofluorescence, high content; inhibition, % at 2 µM; 120,000 tested, 0.71% active;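 active = inhibition above the batch mean plus 3 SD, and confirmed as a hit on visual image review, cut at about 43% in these data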;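 also: 0% = TNF-stimulated DMSO wells and 100% = unstimulated control wells; not every result past the cut was called active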
bCat KO growth – beta-catenin-lacking colon tumor cell growth suppression | HCT116 beta-catenin knockout viability, CellTiter-Glo, 60 h; stronger effect = lower value | viability, % at 10 µM | 140,000 tested, 1.5% active | AID 818;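 active = viability at or under a set limit, the compound median less 4 SD, cut at about 6% in these data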;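 also: 0% = Hyamine 1622 control at 20 µM and 100% = untreated cell control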
MRP1 act – MRP-1 activation. H69AR cells + doxorubicin, viability rescue, CellTiter-Glo. viability increase, % at 10 µM. 140,000 tested, 0.61% active;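 active = viability gain under doxorubicin at or above a set limit, the compound median plus 3 SD, cut at about 4.7% in these data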;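 also: MRP-1 overexpressing cells given doxorubicin 25 µM after compound pretreatment; 18-22 h compound pretreatment then 72 h with doxorubicin before readout; 0% = doxorubicin-only wells and 100% = vehicle-treated cells without doxorubicin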
GALR2 blocker – blocks the human galanin receptor 2. O43603. GALR2-expressing cells, antagonist mode. inhibition, % at 4 µM. 140,000 tested, 0.39% active; in the data active = inhibition above about 27%;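 also: cells stimulated with galanin 1-16 at roughly its EC80; 0% = agonist challenge control and 100% = basal control without agonist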
Target sequence (O43603 whole entry, looked up): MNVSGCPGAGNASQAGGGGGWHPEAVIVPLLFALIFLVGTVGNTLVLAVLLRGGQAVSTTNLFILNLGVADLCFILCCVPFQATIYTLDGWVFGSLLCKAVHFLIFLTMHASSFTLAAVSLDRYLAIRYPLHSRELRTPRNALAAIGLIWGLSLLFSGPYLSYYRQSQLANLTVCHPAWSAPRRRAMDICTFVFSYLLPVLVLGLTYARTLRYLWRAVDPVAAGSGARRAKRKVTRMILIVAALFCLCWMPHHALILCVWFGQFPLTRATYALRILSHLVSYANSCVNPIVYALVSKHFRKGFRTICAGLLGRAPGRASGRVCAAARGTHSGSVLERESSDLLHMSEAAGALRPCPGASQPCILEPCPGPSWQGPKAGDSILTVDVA
HCT116 PTEN-null – PTEN-deleted cell growth suppression | HCT116 PTEN-null viability, CellTiter-Glo, 60 h; stronger effect = lower value | viability, % at 10 µM | 140,000 tested, 1.2% active;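 active = viability at or below a set limit, 4 SD under the median of all tested compounds, cut at about 3.7% in these data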;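 also: PTEN knockout HCT116 line with beta catenin targeted HCT116 as companion control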
Yeast life ext – extends the lifespan of yeast; S. cerevisiae growth with nicotinamide, OD615; deaD strain in restrictive glucose medium; inhibition of the nicotinamide effect, % at 10 µM; 130,000 tested, 0.68% active; AID 775;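 active = inhibition above a set limit, placed 3 SD over the median of all compounds, cut at about 26% in these data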;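 also: 0% = nicotinamide-treated wells and 100% = cells grown without nicotinamide; some compounds called inactive have numbers as strong as hits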
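Assay system: DeaD-strain S. cerevisiae. Medium: CSMM-D glucose medium, restrictive. Reagent: nicotinamide, 1.5 mM, co-present with compound. Compound: 10 µM single point, 0.25% DMSO. Schedule: culture preincubation 4 h, compound exposure 48 h, both 30 °C. Detection: absorbance at 615 nm.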
Yeast growth inh – chemicals that inhibit yeast BB579 growth in restrictive medium (lifespan-shortening candidates); S. cerevisiae BB579 growth, OD615, 48 h; inhibition, % at 10 µM; 140,000 tested, 0.51% active;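 active = inhibition above a set limit, 3 SD over the mean compound inhibition, cut at about 44% in these data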; also: inactives centre near -24
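System: Saccharomyces cerevisiae DeaD strain BB579, replicative lifespan model yeast. Buffer or medium: restrictive glucose-based CSMM-D medium. Doses: one dose, 10 µM compound with 0.25% DMSO. Timing: 4 h preincubation and 48 h exposure at 30 °C. Detection: turbidity as optical density at 615 nm. Benchmarks: amphotericin B 10 µg/mL, positive.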
Measles CPE – protection of cells from measles virus | protection (pct of control), % at 4 µM | 140,000 tested, 1.5% active | Measles virus-infected cells, CPE protection, absorbance; in the data active = protection mostly above about 24%, no sharp cut-off; inactive = mostly below about 26%; also: some compounds called inactive have numbers as strong as hits
NPY Y2 blocker – blocks the human neuropeptide Y Y2 receptor. P49146. NPY-Y2 expressing cells, antagonist mode. inhibition, % at 2.7 µM. 140,000 tested, 0.99% active; in the data active = inhibition above about 17%;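 also: 0% = vehicle with agonist challenge and 100% = reference antagonist with challenge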
Target sequence (P49146 whole entry, looked up): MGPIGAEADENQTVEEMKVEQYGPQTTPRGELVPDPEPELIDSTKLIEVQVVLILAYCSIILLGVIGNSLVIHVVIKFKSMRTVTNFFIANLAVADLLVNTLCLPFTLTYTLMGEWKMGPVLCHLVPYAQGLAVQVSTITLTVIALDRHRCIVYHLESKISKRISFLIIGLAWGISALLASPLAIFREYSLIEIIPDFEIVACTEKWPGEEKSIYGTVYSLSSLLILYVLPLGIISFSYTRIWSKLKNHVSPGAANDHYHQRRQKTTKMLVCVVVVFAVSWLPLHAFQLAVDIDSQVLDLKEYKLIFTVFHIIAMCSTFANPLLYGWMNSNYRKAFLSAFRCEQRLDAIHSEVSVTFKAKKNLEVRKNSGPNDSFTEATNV
Starred values were filed as active, the others as inactive; / = no result given.

Value order – Phagocytosis inh, bCat KO growth, HCT116 PTEN-null, GALR2 blocker, MRP1 act, Measles CPE, E-sel TNF inh, NPY Y2 blocker, Yeast life ext, Yeast growth inh
> O=C(Nc1nc(-c2ccccn2)cs1)C1CC1
 : 0, 55, 62, 21, 0.4, 17, /, 1, -9, 1
> COc1ccc(C(=O)C2CCN(C(=O)c3ccc(C)cc3)CC2)cc1
 : 2, 74, 72, 10, -2.2, 5, 28, -1, -16, 3
> COC(=O)C1CCN(C(=O)C(C)Oc2ccc(Cl)cc2Cl)CC1 (stereo not given)
 : /, 90, 94, -3, -0.1, 22, -8, 8, -6, -50
> COc1ccc(Nc2oc(COc3ccc(OC)cc3)nc2C#N)cc1
 : /, 71, 88, -7, -1.1, 4, -7, 6, /, -15
> Cc1c2ccccc2nc2c(F)c(N(C)C)c(F)c(F)c12
 : -2, 46, 45, 6, -1.7, 15, /, 2, -3, -13
> CCC(Sc1nnc(C)s1)C(=O)Nc1nccs1 (stereo not given)
 : -1, 94, 105, 6, -1.0, 18, -32, 8, 6, -43
> Cc1ccnc(SCC(=O)N2CCN(c3cccc(Cl)c3)CC2)n1
 : -5, 103, 94, -8, -0.7, 4, -22, 4, -4, 2
> Cc1cc(-c2c(C)n([O-])c(C)c(C)[n+]2=O)ccc1F
 : -1, 102, 98, 0, -1.8, 10, /, 0, -14, -6
> O=C1C2CCCN2c2ccc(S(=O)(=O)N3CCOCC3)cc2N1Cc1ccccc1F (stereo not given)
 : /, 79, 56, -3, -1.9, 17, 5, 0, -11, -45
> CCn1c(CSc2nc3ccccc3s2)n[nH]c1=S
 : 0, 91, 95, -5, -2.9, 42, 3, 7, -3, -32
> c1cc2nnnn2nc1N1CCCCC1
 : -1, 98, 102, 3, -0.5, 5, -13, -2, -5, 10
> CNC(=O)Nc1cccc(NC(=O)NC)n1
 : 0, 100, 89, 4, -0.9, 4, -38, 0, -11, -32
> Cc1cc(C)c(C)c(S(=O)(=O)N2CCN(CC(=O)Nc3ccc([N+](=O)[O-])cc3)CC2)c1C
 : -4, 86, 84, 7, -3.3, 6, /, 7, 6, -60
> O=C(Nc1ccccc1Cl)c1ccccc1Oc1ccc(C(F)(F)F)cc1[N+](=O)[O-]
 : /, 76, 69, 5, -4.2, 2, 33, -2, 3, -20
> COc1cc2c(cc1OC)C(/C(C#N)=N\O)=NC(C)(C)C2
 : 0, 94, 88, 4, 0.9, 5, -5, -1, 1, -6
> Cc1ccc(NC(=O)CS(=O)CC(=O)Nc2cccc(C)c2C)cc1F (stereo not given)
 : -3, 76, 88, 8, -1.2, 11, -1, 3, -14, -17
> Cc1ccc(C)c(NC(=O)c2nc(-c3ccccc3)n(-c3ccccc3)n2)c1
 : -1, 72, 73, -3, -1.7, 3, /, 11, -16, -13
> CCCn1nnnc1SCC(=O)N1CCCc2ccccc21
 : 0, 91, 94, 8, -1.4, 2, -39, 5, -8, -28
> Brc1ccc(CSc2nnc(Cc3c[nH]c4ccccc34)o2)cc1
 : -2, 82, 64, 18, -1.3, 13, 3, 15, -8, -30
> Cc1ccc(-c2noc(CCC(=O)N(C)c3ccccc3C)n2)cc1
 : -4, 75, 75, 1, 1.2, 7, /, 2, -2, -33
> COc1cccc2c1OC[C@@H](CO)[C@H]2N(C)C(=O)Nc1ccc(Cl)cc1
 : /, 101, 98, 1, 0.8, 2, /, 0, -16, -1
> Cc1cc(C)n(-c2ccc(C(=O)OCC(=O)NCc3ccc(F)cc3)cc2)n1
 : -3, 89, 88, 1, -0.5, 5, 8, 3, 2, -16
> O=S(=O)(c1cccc(-c2nc3ccccc3s2)c1)N1CCCC1
 : -2, 79, 77, 3, 0.1, 7, 21, 7, -23, -2
> CCOC(=O)CNC(=O)/C=C/c1c(Cl)cccc1Cl
 : -2, 102, 98, 13, -1.7, 1, /, 3, -8, 11
> O=C(CCNC(=O)c1ccccc1Cl)Nc1ccc(Br)c(C(F)(F)F)c1
 : -8, 50, 50, 2, -3.6, 18, /, 1, 0, 14
> CCOC(=O)c1[nH]c(C)c(C(=O)N(CC)CC)c1C
 : /, 101, 102, -9, -0.7, 5, 17, -1, -8, -5
> Cc1cc2oc(=O)cc(CN3CCN(S(=O)(=O)c4cccs4)CC3)c2cc1C(C)C
 : -6, 77, 61, -10, -2.4, 6, /, 4, 4, -21
> Cc1[nH]n(-c2ccccc2)c(=O)c1/C=N/c1ccccn1
 : /, 96, 97, -1, 2.9, 27, -29, 4, -23, -10
> CSc1nc(SCC(=O)NC(c2ccccc2)c2ccccc2)c2c3c(sc2n1)CN(C)CC3
 : -2, 70, 33, -2, -4.2, 2, 11, 9, -3, -19
> CCc1nnc(SCc2ccc(CSc3nnc(CC)n3N)cc2)n1N
 : 0, 91, 107, 8, -1.4, 4, -11, 4, -7, -51
> COc1ccccc1C(=O)NCCn1cc(SCC(=O)Nc2cc(C)on2)c2ccccc21
 : /, 69, 74, -15, 1.6, 15, -3, 9, /, -27
> COc1cc(CN2CCC(C(=O)N3CCCC(C)C3)CC2)cc(Br)c1O (stereo not given)
 : -1, 80, 96, 8, -4.5, 17, /, 5, -6, -23
> COc1cc(C2C(C#N)=C(N)N(c3cccnc3)C3=C2C(=O)CC(C)(C)C3)ccc1O (stereo not given)
 : -2, 76, 64, -1, -4.5, 1, 13, 2, -2, -18
> COc1ccc(C(=O)NCc2cn3ccccc3n2)cc1
 : /, 87, 97, -9, -2.0, 30, /, 0, 20, -27
> CCc1nn(CC(=O)N2CCN(Cc3ccc4c(c3)OCO4)CC2)c(=O)c2cc3occc3n12
 : /, 80, 81, -7, -2.2, 11, -16, 4, -3, -16
> N#Cc1c(-c2ccc(Cl)cc2Cl)nc2n(c1=O)CCS2
 : 0, 110, 100, -7, -0.2, 16, 16, 2, 23, -49
> CCOc1ccccc1OCCOc1cccc(C(F)(F)F)c1
 : 2, 78, 83, -10, -0.1, 11, -27, 6, -10, -19
> CSc1nc(C)c(CCOC(=O)c2cccc(C)c2)c(=O)[nH]1
 : /, 91, 96, -3, -0.2, 13, 0, 3, -12, -16
> CC(C)(C)C(=O)Cn1c(=N)n(Cc2ccccc2)c2ccccc21
 : /, 83, 79, 5, -5.0, 11, 6, 16, 32*, -22
> NC(=O)[C@H]1CC2(CC(c3cccc(NC(=O)c4ccccc4)c3)=NO2)CN1C(=O)[C@H]1CCC(=O)N1 (stereo not given in full)
 : /, 89, 92, -6, -0.3, 14, -46, 2, -10, -13
> Cc1nn(-c2ccc(F)cc2)c(Cl)c1/C=C(\CC(=O)O)c1nc2ccccc2s1
 : /, 89, 96, -8, -2.4, 7, -14, 15, -18, -46
> CCOC(=O)CC1=CC(C)(CC(=O)OCC)C(C#N)(C#N)C(N)=C1C#N (stereo not given)
 : 1, 82, 91, 8, -1.5, 4, /, 1, -8, -45
> CCOC(=O)C1=C(Cn2ccc(C(F)(F)F)n2)NC(=O)NC1c1ccc2c(c1)OCO2 (stereo not given)
 : -2, 76, 77, -3, 0.6, 5, -37, 3, -6, -12
> CC[n+]1cc(-c2ccccc2)nc(N2CCOCC2)n1
 : -1, 75, 78, -2, 0.0, 1, /, 2, -12, 35
> O=c1oc2ccccc2c(Nc2ccccc2)c1[N+](=O)[O-]
 : /, 83, 93, 5, -5.7, 6, -35, 6, /, -22
> CN1CCN(Cc2nc(N)nc(Nc3ccc4c(c3)OCCO4)n2)CC1
 : 1, 103, 99, -4, -1.4, 4, 13, -2, -16, -30
> COc1cc(/C(C)=N/NC(=O)Cc2c(C)[nH][nH]c2=O)ccc1O
 : -11, 84, 98, 0, -0.2, 2, /, 1, -7, -25
> Cc1ccc(S(=O)(=O)N2CCC(N3CCCCCC3)CC2)cc1
 : /, 99, 100, 6, -1.8, 13, -2, 3, -6, -31
> Cn1c(SCC(=O)NCc2ccccc2)nc2ccccc21
 : -2, 97, 100, -3, -0.6, 3, /, 6, -6, -11
> CN1CCN(C(=O)c2ccc(CS(=O)(=O)c3c(Cl)cccc3Cl)o2)CC1
 : /, 91, 101, 7, -3.4, 14, /, 4, -4, -32
> O=C(CSc1n[nH]c(-c2cccs2)n1)N1CCCc2ccccc21
 : /, 99, 95, 3, -0.4, 5, /, 4, -15, -21
> CCN(CC(=O)Nc1cc(Cl)ccc1C)c1ncnc2sc(C)c(C)c12
 : /, 62, 73, -1, -3.7, 5, 10, 9, 1, -13
> COc1ccc(C2=NOC(C(=O)Nc3cc(Br)ccc3O)C2)cc1OC (stereo not given)
 : -1, 100, 96, -3, -0.9, 19, -1, -1, -6, -28
> O=C(Nc1nc(-c2ccc(F)cc2)cs1)C1CCCO1 (stereo not given)
 : -1, 93, 94, -8, 0.4, 14, /, 0, -8, -3
> O=C(Nc1ccon1)c1csc2ccccc12
 : -4, 74, 76, 6, -0.7, 18, -20, -1, -28, -38
> Cn1cc(C2CC(c3ccccc3)=NN2C(=O)c2ccccc2)c2ccccc21 (stereo not given)
 : /, 37, 31, 9, -5.1, 4, 10, 12, 6, -25
> CCOC(=O)c1ccc(NCc2nc3ccccc3[nH]2)cc1
 : 0, 87, 94, 10, -1.3, 6, /, 2, -10, -15
> Cn1c(CNC(=O)Nc2ccccc2Cl)nnc1SCc1ccccc1
 : -1, 72, 70, 18, 0.5, 8, -2, 3, -14, 13
> Cc1ccccc1S(=O)(=O)c1c(C)cc(C)n(C(C)C)c1=O
 : 1, 79, 75, 6, -0.6, 2, -62, 7, 15, -80
> COc1ccc(NS(=O)(=O)c2ccc(N3CCOCC3)c(NC(=O)c3cccc(F)c3)c2)cc1
 : /, 32, 27, 5, -1.6, 3, /, 4, 1, 2
> Cc1cc(NC(=O)c2ccc(Br)c(S(=O)(=O)N3CCCC3)c2)no1
 : -1, 90, 91, -3, -1.6, 8, -3, 1, -10, -40
